Screening data (PubChem BioAssay)
RGS8-Gao reg: regulators of human RGS8-Galphao interaction; multiplexed bead flow cytometry, RGS8-Galphao binding; actives lie on both sides; actives 0.34% (n = 220,000); response (percent of control binding), % at 10 µM; in the data active means response below about 60% or above about 140%; inactive means in between;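 further: Galphao activated as the GDP aluminium fluoride complex binding bead-coupled RGS8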
Mcl-1 Bim block: human Bim-Mcl-1 interaction inhibition; Bead-based flow cytometry, Bim peptide-Mcl-1 binding; actives 0.1% (n = 190,000); Q07820; inhibition, % at 10 µM; AID 1009; in the data active means inhibition above about 40%;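 further: 0% = no compound tracer wells and 100% = peptide blocker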
Target sequence (Q07820 whole entry, looked up): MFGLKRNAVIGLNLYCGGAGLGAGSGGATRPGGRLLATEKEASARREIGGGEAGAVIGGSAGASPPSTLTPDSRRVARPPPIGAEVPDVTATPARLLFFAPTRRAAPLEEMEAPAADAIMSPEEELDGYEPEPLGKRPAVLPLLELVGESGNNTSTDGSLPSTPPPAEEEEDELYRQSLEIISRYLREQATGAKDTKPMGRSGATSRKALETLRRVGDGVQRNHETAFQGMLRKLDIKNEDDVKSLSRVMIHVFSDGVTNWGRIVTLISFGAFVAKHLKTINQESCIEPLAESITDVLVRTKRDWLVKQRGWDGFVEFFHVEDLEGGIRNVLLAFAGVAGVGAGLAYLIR
RGS4-Gao reg: modulates binding of RGS4 to human Galphao; P09471; Multiplexed bead flow cytometry; actives lie on both sides; binding response (% of control), % at 10 µM; actives 0.33% (n = 220,000); in the data active means binding response below about 49% or above about 150%; inactive means in between;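 further: fluorescent Galphao activated with aluminum fluoride binding bead-coupled RGS4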
ABCG2 block: blocks JC-1 efflux by human ABCG2 transporter. IgMXP3 cells, flow cytometry. inhibition, % at 6.6 µM. actives 0.1% (n = 190,000);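 active means inhibition above 80%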;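 further: 0% = DMSO and 100% = nicardipine control wells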
Target sequence (Q9UNQ0 whole entry, looked up): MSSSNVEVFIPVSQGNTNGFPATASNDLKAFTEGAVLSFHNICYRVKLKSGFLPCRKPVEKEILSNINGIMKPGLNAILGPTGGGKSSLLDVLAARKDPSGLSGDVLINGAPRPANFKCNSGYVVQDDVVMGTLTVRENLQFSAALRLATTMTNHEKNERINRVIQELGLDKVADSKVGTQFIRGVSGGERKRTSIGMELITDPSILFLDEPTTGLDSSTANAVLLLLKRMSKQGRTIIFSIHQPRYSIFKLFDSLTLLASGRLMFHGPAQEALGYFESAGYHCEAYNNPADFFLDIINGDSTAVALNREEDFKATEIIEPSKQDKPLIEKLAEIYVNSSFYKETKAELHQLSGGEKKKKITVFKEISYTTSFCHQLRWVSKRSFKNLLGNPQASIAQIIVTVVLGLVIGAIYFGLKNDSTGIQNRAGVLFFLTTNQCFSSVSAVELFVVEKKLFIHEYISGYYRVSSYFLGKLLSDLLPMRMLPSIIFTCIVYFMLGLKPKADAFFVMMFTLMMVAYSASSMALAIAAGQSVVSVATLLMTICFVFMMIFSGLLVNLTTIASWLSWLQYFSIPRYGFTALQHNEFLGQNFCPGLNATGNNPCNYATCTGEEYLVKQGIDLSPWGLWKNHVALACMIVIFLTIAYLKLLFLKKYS
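Incubation: cells with compound and JC-1, 10 min at 25 °C, rotating, no wash / Test system: IgMXP3 (ABCG2) plus far-red-tagged CCRF-Adr (ABCB1) cells / Compound dosing: one concentration, 6.6 µM final / Also added: JC-1 fluorescent substrate / Evaluation: efflux inhibition in percent versus controls / Detection: flow cytometry, 530 nm JC-1 signal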
Pf gametocyte: inhibitors of late stage P. falciparum gametocyte viability | P. falciparum stage V gametocytes, ATP luminescence, 24 h | inhibition, % at 10.9 µM | actives 0.065% (n = 150,000) | AID 743093;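 active means inhibition above the mean plus 3 SD of compounds within the control limits, set per campaign, cut at about 38% in these data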;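 further: 0% = DMSO wells and 100% = medium only without gametocytes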
Mcl1 Noxa PPI: Mcl-1/Noxa interaction inhibition. Q07820. TR-FRET Mcl-1/Noxa peptide binding, 2 h. inhibition, % at 21.7 µM. actives 1.5% (n = 220,000). AID 1022;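 active means compounds that cut the protein-peptide binding signal by more than 50% relative to plate controls in a single-dose test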;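 further: His-tagged Mcl-1 with rhodamine Noxa BH3 peptide and terbium anti-His antibody; 0% = Mcl-1 plus Noxa peptide wells and 100% = peptide-only wells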
Mcl1-Bid inh: Mcl-1/Bid interaction inhibition. Q07820. TR-FRET Mcl-1/Bid-Dy647 peptide binding, 1536-well. inhibition, % at 21.7 µM. actives 0.97% (n = 220,000). AID 1021;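 active means compounds that cut the binding signal by more than half at the single screening dose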;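 further: His-tagged Mcl-1 with europium anti-His antibody binding Bid BH3 peptide; 0% = Mcl-1 plus peptide wells and 100% = peptide-only wells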
ABCB1 block: blocks JC-1 efflux by human ABCB1 transporter; CCRF-Adr cells, flow cytometry; P08183; inhibition, % at 6.6 µM; actives 0.067% (n = 190,000); AID 1326; in the data active means inhibition above about 40%;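 further: 0% = vehicle and 100% = reference inhibitor; higher value means more JC-1 retained so stronger ABCB1 efflux block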
RGS7-Gao reg: modulates binding of RGS7 to human Galphao | actives 0.35% (n = 220,000) | binding response (% of control), % at 10 µM | P09471 | Multiplexed bead flow cytometry; actives lie on both sides; in the data active means binding response below about 49% or above about 150%; inconclusive means no clear call, values can overlap the other calls; inactive means in between;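 further: fluorescent Galphao held in activated GDP-AlF4 state binding bead-coupled RGS7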
GSH bead fluor: compound fluoresces at 488/530 nm on GSH beads; fluorescence (KMESF) at 10 µM; actives 0.25% (n = 190,000); AID 1776; GSH beads flow cytometry, compound fluorescence 488/530 nm; stronger effect = higher value; in the data active means fluorescence above about 89;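 further: glutathione beads carrying GST-tagged Bcl family fusion proteins plus one bare bead set; values are compound well signal with DMSO vehicle wells as background; inactives centre near 16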
Avidin fluor: avidin bead compound fluorescence profile | actives 0.38% (n = 220,000) | fluorescence (KMESF) at 10 µM | Avidin beads, compound fluorescence 488/530 nm, flow cytometry; stronger effect = higher value; in the data active means fluorescence above about 47; further: inactives centre near 10
* hit, by the source's call; ? = inconclusive; . = no result given.

SMILES	RGS8-Gao reg	Mcl-1 Bim block	RGS4-Gao reg	ABCG2 block	Pf gametocyte	Mcl1 Noxa PPI	Mcl1-Bid inh	ABCB1 block	RGS7-Gao reg	GSH bead fluor	Avidin fluor
CNC(=O)c1[nH]cnc1C(=O)Nc1ccccn1	103	1	105	4	14	1	-29	0.4	104	12	11
O=C(Oc1ccc2c(=O)c(Cl)coc2c1)c1ccncc1	95	-5	93	0	19	11	-4	-0.1	101	3	6
CCOc1ccc(-c2cn3ccccc3n2)cc1	103	-1	102	5	13	30	-45	0.6	104	18	11
COc1ccc(/C=C2\C(=O)N(Cc3ccc(F)cc3)CC(=O)N2Cc2ccccc2)cc1	103	-2	102	7	.	-2	2	3.0	104	13	35
CC(C)C[C@H](NC(=O)Nc1ccc2c(c1)OCCO2)C(=O)O	99	.	97	.	7	3	-6	.	?	.	7
O=C(NC1CCCCC1)N1CCN(c2ncccn2)CC1	96	0	95	2	-24	10	-36	0.3	97	11	5
CCOc1ccc(-n2c(C)c(C(C)=O)c(C(C)=O)c2C)cc1	103	-3	103	1	.	5	-15	1.5	98	13	21
O=[N+]([O-])c1ccc(-c2nc(NCc3ccccc3)c3ccccc3n2)cc1	100	-6	98	43	-6	56*	39	0.5	103	12	12
O=C(CSc1ccccn1)Nc1ccc(N2CCOCC2)cc1	99	-2	98	2	10	29	-101	0.0	97	6	26
CCn1ncc(CNC(=O)C2(C)CC2(Br)Br)c1C (stereo unspecified)	103	-5	99	10	.	-24	-4	.	98	12	6
Cc1cc(NC(=O)CSc2ccccc2)no1	91	-2	80	2	.	-2	-21	0.4	100	11	7
Cc1ccc(CSc2nc3ccsc3c(=O)n2Cc2ccccn2)cc1	84	-1	94	1	.	4	-8	0.8	92	9	3
COc1ccc(C(=O)Cc2nnc(C)s2)c(OC)c1	106	0	99	-7	.	13	-51	-0.7	96	8	2
CCN(CC)CCCN=Cc1c(O)n(-c2ccccc2C)c(=O)c2ccccc12	100	.	95	.	24	4	-32	.	?	.	8
O=C(Cc1ncc(C(F)(F)F)cc1Cl)NCc1ccco1	94	2	86	0	6	1	-14	0.8	90	14	10
COc1cc2c(cc1OC)C(C)N(C(=S)NC(=O)c1ccccc1)CC2 (stereo unspecified)	103	0	105	0	19	18	-75	0.5	105	23	10
CCOc1ccc(N2C(=O)NC(Cc3c[nH]c4ccccc34)C2=O)cc1 (stereo unspecified)	98	0	104	1	16	-9	1	0.2	104	48	11
Cc1ccc(C)c(N=Nc2nc3ccccc3n2C)c1	100	-1	100	35	.	29	-11	2.6	99	13	9
COc1ccc(N/C(=N\c2nc(C)cc(C)n2)NC(C)=O)cc1OC	100	-2	99	5	.	24	8	1.6	102	12	7
Cn1ncc(N=Cc2ccccc2)c1C(=O)Nc1cccc(Cl)c1	103	0	102	0	.	8	4	0.4	103	40	7

Filtered by structure, the compounds so far containing fluorine
SMILES	RGS8-Gao reg	Mcl-1 Bim block	RGS4-Gao reg	ABCG2 block	Pf gametocyte	Mcl1 Noxa PPI	Mcl1-Bid inh	ABCB1 block	RGS7-Gao reg	GSH bead fluor	Avidin fluor
COc1ccc(/C=C2\C(=O)N(Cc3ccc(F)cc3)CC(=O)N2Cc2ccccc2)cc1	103	-2	102	7	.	-2	2	3.0	104	13	35
O=C(Cc1ncc(C(F)(F)F)cc1Cl)NCc1ccco1	94	2	86	0	6	1	-14	0.8	90	14	10

More records.
SMILES	RGS8-Gao reg	Mcl-1 Bim block	RGS4-Gao reg	ABCG2 block	Pf gametocyte	Mcl1 Noxa PPI	Mcl1-Bid inh	ABCB1 block	RGS7-Gao reg	GSH bead fluor	Avidin fluor
C=CCn1c(=O)c(C#N)cc2c(=O)n3ccccc3nc21	97	9	83	18	.	.	.	1.2	83	35	7
COc1ccc(C)cc1NCc1cc(=O)oc2cc(-c3ccccc3)c(O)cc12	103	-4	99	-2	5	24	-22	-0.5	99	18	13
COc1cc(OC)c(C2CC(=O)N3CN(c4ccc(C)cc4)CSC3=C2C#N)cc1OC (stereo unspecified)	86	-9	101	2	-19	26	-52	0.4	106	7	6
Fc1ccc(/C=N/NC(=S)Nc2ccc(Cl)cc2Cl)cc1	102	.	101	.	1	-3	-93	.	?	.	9
COc1ccc([N+](=O)[O-])cc1NC(=O)Cn1ccsc1=N	114	15	100	0	21	7	-19	-0.2	102	13	14
Cn1c(C(=O)NCC2CCCO2)cc2c(=O)n(C)c3ccccc3c21 (stereo unspecified)	102	0	101	9	.	-12	1	0.9	100	15	29
O=C(CSc1ccccc1Cl)N1CCC(c2nc3ccccc3s2)CC1	100	-1	99	10	-10	18	20	2.3	99	36	12
CCOC(=O)c1nc(Nc2ccc(C(C)=O)cc2)c2ccccc2n1	101	4	100	1	.	-6	-5	0.2	94	15	5
CSc1nc2ccc(NC(=O)c3c(F)cccc3F)cc2s1	103	0	97	8	3	28	-4	-0.3	?	15	12
Cc1nn(-c2ccccc2)c(N)c1C1(O)C(=O)N(C(C)C)c2ccccc21 (stereo unspecified)	104	0	103	2	-26	17	-22	0.5	100	13	10
CCCc1nnc(SCC(=O)N2CCCC(C)C2)n1CCOC (stereo unspecified)	100	-2	99	9	.	15	38	4.1	95	17	6
Cc1ccc2nnc(Cl)n2n1	108	-3	105	3	-37	13	-14	0.8	103	17	37
CCN(CC)S(=O)(=O)c1ccc(OC)c(NC(=O)CSc2cc(C)ccc2C)c1	101	-2	96	11	-7	8	-16	1.4	104	6	11
CC(C)CC(c1nnnn1Cc1cccs1)N1CCN(c2nc3ccccc3s2)CC1 (stereo unspecified)	103	0	103	28	.	11	8	8.0	102	28	5
O=C1CC(C2CCCO2)C(=O)N1Cc1ccccc1 (stereo unspecified)	114	-3	102	-1	10	18	-9	-0.4	103	28	26
CC(C)c1cccc(C(C)C)c1NC(=O)COC(=O)c1ccc(OCC(=O)Nc2cccc(C(F)(F)F)c2)cc1	100	-1	103	-1	2	10	-11	0.2	100	6	3
O=C(CSc1ncc(C(F)(F)F)cc1Cl)N1CCN(S(=O)(=O)c2ccc3ccccc3c2)CC1	101	0	103	3	.	6	0	9.1	102	5	8
O=c1cc(-c2ccccc2Cl)oc2c(NS(=O)(=O)c3cc(Cl)cc(Cl)c3O)ccc(O)c12	102	0	101	2	.	110*	70*	-0.7	99	18	10
Cc1ccc2nc(-c3ccc(NC(=O)COC(=O)c4ccc([N+](=O)[O-])o4)cc3)sc2c1	100	0	100	15	10	71*	62*	1.0	103	5	2
COC(=O)CC1C(=O)NCCN1C(=O)CSc1nnnn1-c1ccc(OC)cc1 (stereo unspecified)	94	2	102	3	31	13	22	1.5	98	11	8
Cc1occc1-c1nc(-c2ccccn2)no1	102	-6	101	21	.	1	2	-0.3	101	36	14
Clc1ccc(-c2n[nH]c3c2Cc2ccccc2-3)cc1Cl	98	.	98	.	.	-17	-58	.	?	.	6
CCn1c(O)c(C=NC2CCCC2)sc1=S	95	-1	86	3	-9	9	-18	0.3	89	39	9
COc1ccc(C2c3ccc(O)cc3Oc3ncn(Cc4ccco4)c(=N)c32)cc1OC (stereo unspecified)	99	.	97	.	-1	-8	-39	.	?	.	7
CCCNC(=O)NC(=O)COC(=O)c1oc2ccc(OCC)cc2c1C	104	-1	109	4	-29	11	-3	0.7	106	40	11
O=C(C1=C(c2ccccc2)C(=O)c2ccccc2C1=O)c1ccccc1	102	0	101	-1	-11	12	-10	1.2	102	13	5
COc1ccc(NC(=S)NCc2ccc(S(N)(=O)=O)cc2)cc1OC	104	-2	101	-1	-14	-12	-29	0.1	101	12	13
Cc1cccc(Oc2nc(-c3ccncc3)nc3ccccc23)c1	99	.	120	.	-7	-12	0	.	?	.	25
CN1CCN(C(=O)c2ccc(CN(c3ccccc3)S(=O)(=O)c3ccccc3)cc2)CC1	96	-2	93	0	-36	-15	-33	0.7	87	10	10
O=C1NC2(CCCCC2)C(=O)N1CCS(=O)(=O)Oc1ccccc1	96	2	100	2	.	-16	-33	0.8	97	14	14
CC(/C=N/NC(=O)Cc1cc(=O)[nH][nH]1)=C\c1ccccc1	90	0	74	3	.	-27	-83	0.1	73	9	14
O=C(CC1C(=O)NCCN1Cc1ccc(-c2ccccc2)cc1)NC1CCC1 (stereo unspecified)	94	0	100	-1	12	8	-5	-0.2	103	9	6
CCCCNC(=S)N(C)/N=C/c1c(C)[nH]c2ccccc12	106	-7	129	33	-21	24	-40	0.2	136	11	25
O=CNNC(=O)c1cccc([N+](=O)[O-])c1	97	-5	97	4	-1	16	-7	0.5	98	16	15
c1ccc(-n2c(-c3ccncc3)nnc2-c2cccs2)cc1	97	8	89	2	.	5	-1	0.2	86	6	7
O=C(/C=C/c1ccc(OCCCF)cc1)Nc1ccnc(-c2ccncc2)n1	100	-2	99	0	-18	0	-1	0.3	100	13	8
CCOCC(=O)Nc1cccc(Br)c1	93	0	94	2	.	4	-10	0.2	90	25	16
Cc1ccc(S(=O)(=O)c2cnc(-c3ccccc3)nc2N2CCCCC2)cc1	100	-1	97	2	-20	-8	-15	2.3	96	21	7
O=C(Nc1ccccc1-c1ccccc1)NC1CCN(C(=O)N2CCOCC2)CC1	117	-3	106	11	.	3	-6	0.4	108	24	27
O=C(Cc1ccccc1)NCCN1CCCC1	100	.	98	.	-5	0	-25	.	?	.	10
CCOC(=O)C1=C(C)Nc2ccc(C)cc2S1	102	-7	102	11	.	-14	-10	-0.4	105	25	14
Cn1c(-c2ccc3c(c2)OCO3)c(C(=O)O)c(=O)c2ccccc21	98	-4	100	1	2	2	-5	0.4	97	10	4
CCN(C(=O)COC(=O)CNS(=O)(=O)c1ccccc1)c1ccccc1	103	1	107	0	-3	15	-5	0.3	105	12	20
Cc1ccc(-c2n[nH]c(=O)c3ccccc23)cc1N	102	0	93	2	-23	8	-91	0.6	96	45	10
Cn1c(SCc2ccc3c(c2)OCO3)nnc1-c1ccccc1	100	-1	95	4	10	6	-17	0.7	96	24	11
O=C(NCC(c1cccs1)N1CCOCC1)c1ccco1 (stereo unspecified)	93	3	81	3	.	-7	3	1.0	89	14	21
COc1ccc(NC(=O)Cn2nnc(C(N)=O)c2N)c(OC)c1	101	1	102	0	.	-5	-14	0.1	98	29	15
C=CCn1c(C)cc(C(=O)CSc2n[nH]c(N)n2)c1C	97	-2	92	2	.	6	-4	0.7	94	10	6
CCOC(=O)c1cc(-c2ccc(F)cc2)n(CCC(=O)NC2CCN(Cc3ccccc3)CC2)c1C	101	0	104	5	-12	14	-24	2.2	100	13	9
O=c1cc(-c2ccc(O)c(O)c2)oc2cc(O)c(C3OC(CO)C(O)C(O)C3O)c(O)c12 (stereo unspecified)	86	-1	86	0	.	30	-11	-0.3	81	22	6
Cc1ccc(C(NC(=O)N2CCOCC2)C(Cl)(Cl)Cl)cc1F (stereo unspecified)	104	-2	102	-11	-1	6	-60	-0.5	103	16	15
